Compound activity as filed in PubChem.
T cell modulator = T cell immune modulation candidate. 2C CD8+ T cell-vesicle binding, flow cytometry; hits give low values. calls only at 7 µM. actives 0.068% (n = 330,000);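 active = response, share of CD8 T cells binding vesicles, and their 90th percentile fluorescence all below set limits, cut at about 80% in these data, passing the limit was not always enough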
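Material: 2C TCR transgenic mouse naive CD8+ T cells, MACS-purified. Also added: QL9-charged Drosophila Ld/ICAM-1/B7-1 vesicles. Timing: binding 1.5 h at 37 °C. Measured by: high-throughput flow cytometry with anti-B7-1 and anti-CD8 staining. Read-out: percent CD8+ FL2 mean versus row control. Controls: Unloaded micro-vesicles (low), QL9 vesicles with 0.7% DMSO (high).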
T cell modulator vesicle-bound % = recorded beside T cell modulator, whose call it bears; double positive events, %; measured here: CD8+ vesicle-bound cell fraction;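 binding gate set so that unloaded-vesicle control wells show 10% double positive cells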
Active calls of the source: *; i = inactive; & = joins results of further samples. A portion of the library, so the mix of outcomes need not match the whole.

SMILES | T cell modulator | T cell modulator vesicle-bound %
Cc1cccc(-n2nc3c(c2NC(=O)c2cc4ccccc4o2)CS(=O)(=O)C3)c1 | i | 17
CCOc1cc(C(C(=O)NCC2CCCO2)N(C(=O)Cn2nnc3ccccc32)c2ccc(C(C)=O)cc2)ccc1O (stereo unspecified) | i | 37
COc1cc(OC)c2ccc(=O)oc2c1 | i | 0
CCCCNC(=S)N(CCN(CC)CC)Cc1cc2cc3c(cc2[nH]c1=O)OCCO3 | i | 12
CC(C)CN(C(=O)c1ccc(Br)o1)C1CCS(=O)(=O)C1 (stereo unspecified) | i | 32
O=C(Nc1ccc(Cl)cn1)c1ccc2nccnc2c1 | i | 67
COc1ccc(Cn2c(C3CC3)nc3ccc(NC(=O)c4cccnc4)cc3c2=O)cc1 | i | 18
COc1ccc(OCCSc2nc3ccccc3n2CCC(=O)O)cc1 | i | 11
COc1ccccc1C(C)NC(=O)c1ccccc1SCC(=O)N1CCCC1 (stereo unspecified) | i | 42
CCCCCN(C(=O)CCC(=O)OCc1ccc(C(C)C)cc1)c1c(N)n(CCCC)c(=O)[nH]c1=O | i | 26
COc1ccc(CN(C)C(=O)CCN=C2NS(=O)(=O)c3ccccc32)c(OC)c1 | i | 41
CC1CCCC(C)N1CCCNC(=O)CCn1c(=O)c2cccn2c2cccnc21 (stereo unspecified) | i | 27
O=C(CN1C(=O)C2CCCCC2C1=O)OCC(=O)c1ccc(F)cc1 (stereo unspecified) | i | 40
Cc1ccc2nc(NC(=O)CN3CCN(c4ccccn4)CC3)sc2c1 | i | 6
CC1CCCC(NC(=O)c2ccc3c(c2)OCO3)C1C (stereo unspecified) | i | 44
O=C(CCC(=O)Nc1cccc([N+](=O)[O-])c1)N/N=C/c1cccs1 | i | 7
COc1ccc(NC(=O)Cn2nnc(C(=O)Nc3ccc(F)c(Cl)c3)c2N)cc1OC | i | 12
CCN1CCC2(CCN(C(=O)c3cc(COc4cc(C)ccc4C)on3)C2)C1 (stereo unspecified) | i | 53
COc1cc(S(=O)(=O)Nc2cccnc2)ccc1Cl | i | 38
CCCn1c(SCC(=O)NC)nc2sc3c(c2c1=O)CCC3 | i | 24
COc1ccccc1/C=C/C=C(\C#N)C(=O)NC(C)c1ccccc1 (stereo unspecified) | i | 41
O=S(=O)(Nc1ccc2nc(N3CCOCC3)sc2c1)c1ccc(Cl)cc1 | i | 29
Cc1[nH]c2ccc(C(=O)N3CCCC3)cc2c1C | i | 9
CCOc1ccc(N2CC(C(=O)N3CCCCCC3)CC2=O)cc1 (stereo unspecified) | i | 34
COc1ccc(S(=O)(=O)N2CCCCC2)cc1NC(=O)C1CC(=O)N(Cc2ccccc2)C1 (stereo unspecified) | i | 17
New compounds follow.
SMILES | T cell modulator | T cell modulator vesicle-bound %
Cc1n(Cc2ccccc2)c2ccccc2[n+]1Cc1ccccc1 | i | 15
CCOC(=O)c1nc2c(=O)n(C)c(=O)n(C)c2n(C)c1=O | i | 59
Cc1cccc(NS(=O)(=O)c2cccc(C(=O)Nc3cccc(C(=O)O)c3)c2)c1 | i | 64
COCc1cc(NCc2ccc(Cl)cc2)nc(C)n1 | i | 57
CCN(CC)C(=O)Cn1nc(-c2ccncc2)nc1SCC(=O)Nc1ccc(OC)cc1 | i | 36
COc1ccc(C(=O)NCc2nnc(SCC(=O)NC3CCCCC3)n2C)cc1 | i | 12
CCCNC(=O)c1ccc(COc2ccc(C(C)(C)C)cc2)o1 | i | 54
COCCC(=O)N1CCC(Oc2ccc(C(=O)N3CCCCC3COC)cc2)CC1 (stereo unspecified) | i | 58
Cn1nnnc1Sc1ncnc2scc(-c3ccc(C(F)(F)F)cc3)c12 | i | 28
Cc1ccc(NC(=O)CSc2nc(=O)n(CCCN3CCOCC3)c3c2CCCC3)cc1F | i | 17
Cc1ccc(C(=O)NCC(=O)OCCCOC(=O)CNC(=O)c2ccc(C)c(C)c2)cc1C | i | 47
C=CCCCCCCCCC(=O)N1CCN(c2cc3c(cc2F)c(=O)c(C(=O)O)cn3CC)CC1 | i | 22
COc1ccc(C(=O)NCC(=O)N/N=C/c2ccco2)cc1OC | i | 20
Cn1nc(C(=O)N2CCCCC2)c2c1-c1ccccc1S(=O)(=O)C2 | i | 15
CCN(c1cccc(C)c1)S(=O)(=O)c1ccc2c(c1)oc(=O)n2C | i | 61
CCN(Cc1ccc(N(C)C)cc1)C(C)C(=O)Nc1ccc(S(=O)(=O)N2CCCC2)cc1 (stereo unspecified) | i | 40
Cc1ccc(SCC(=O)OC(C)C(=O)NCc2ccccc2)cc1 (stereo unspecified) | i | 7
O=C(CSc1nc(=O)n2ccccc2n1)NCc1ccc2c(c1)OCO2 | i | 30
O=C(c1cccc(F)c1)N1CCCC(C(=O)N2CCCCCC2)C1 (stereo unspecified) | i | 25
CC1(C)CC(NC(=O)COc2ccc(Cl)cc2Cl)CC(C)(C)N1 | i | 33
COc1cc2c(cc1OC)C(c1cccc(F)c1)CC(=O)N2 (stereo unspecified) | i | 47
Cc1ccc2cc(CCNC(=O)CCCc3ccccc3)c(=O)[nH]c2c1C | i | 26
O=C(NC(=S)Nn1cnnc1)c1ccccc1 | i | 29
CC(=O)N1CCc2cc(S(=O)(=O)NC(Cc3ccccc3)C(=O)O)ccc21 (stereo unspecified) | i | 5
Cc1ccc(/C=C/C(=O)OCC(=O)NCCc2ccc(S(N)(=O)=O)cc2)o1 | i | 42

Some of the entries above in another layout:
T cell modulator	T cell modulator vesicle-bound %	structure
i	36	CCN(CC)C(=O)Cn1nc(-c2ccncc2)nc1SCC(=O)Nc1ccc(OC)cc1
i	17	Cc1ccc(NC(=O)CSc2nc(=O)n(CCCN3CCOCC3)c3c2CCCC3)cc1F
i	59	CCOC(=O)c1nc2c(=O)n(C)c(=O)n(C)c2n(C)c1=O
i	29	O=C(NC(=S)Nn1cnnc1)c1ccccc1
i	40	CCN(Cc1ccc(N(C)C)cc1)C(C)C(=O)Nc1ccc(S(=O)(=O)N2CCCC2)cc1 (stereo unspecified)
i	30	O=C(CSc1nc(=O)n2ccccc2n1)NCc1ccc2c(c1)OCO2
i	61	CCN(c1cccc(C)c1)S(=O)(=O)c1ccc2c(c1)oc(=O)n2C

Later entries
SMILES | T cell modulator | T cell modulator vesicle-bound %
Cc1ccc(C(=O)OCC(=O)NC2CCCc3ccccc32)o1 (stereo unspecified) | i | 34
O=C(CSc1nc2ccccc2c(=O)n1-c1ccccc1Cl)NCC1CCCO1 (stereo unspecified) | i | 27
COc1ccccc1S(=O)(=O)Nc1cccc(S(=O)(=O)N2CCCC2)c1 | i | 40
Cn1cc(CCNC(=O)C2CCC(=O)N(CCc3ccc(Cl)cc3)C2)cn1 (stereo unspecified) | i | 2
COc1ccc(NC(=O)Nc2ccc3c(c2)OCO3)c(C)c1 | i | 66
CN(C(=O)CCNC(=O)Cn1cnc2ccccc2c1=O)c1ccccc1F | i | 17
COc1ccc(C2C(C(N)=O)=C(C)Nc3nc(CCCO)nn32)cc1OC (stereo unspecified) | i | 44
COC(=O)c1ccc(CNC(=O)COC(=O)/C=C/c2ccc(O)c(OC)c2)cc1 | i | 36
Cc1cc(C(=O)Nc2ccc(Cl)cc2)n(-c2ccccc2)n1 | i | 34
COc1cccc(OC)c1OCCCCN1CCCCC1 | i | 60
Cc1ccc(OCC(=O)NC(=S)Nc2ccccn2)c(Br)c1 | i | 19
Cc1nc2ccccc2c(=O)n1NC(=O)c1c(F)cccc1F | i | 18
CCOc1ccccc1NC(=O)CSc1n[nH]c(N)n1 | i | 70
Cc1cc(C)c(OCC(=O)NCCCn2nc(C)cc2C)c(C)c1 | i | 41
O=C(Nc1ccnn1C1CCN(C(=O)c2cccc(Cl)c2)CC1)C1CCOC1 (stereo unspecified) | i | 40
CN1C[C@H](C(=O)N[C@]2(C)O[C@@]3(O)[C@@H]4CCCN4C(=O)[C@H](Cc4ccccc4)N3C2=O)CC2c3cccc4[nH]cc(c34)C[C@H]21 (stereo partly specified) | i | 18&34
Cc1ccc(C)c(NS(=O)(=O)c2ccc(-c3cnc(C4CC4)o3)cc2)c1 | i | 14
CCc1cccc(NC(=O)COC(=O)c2cc([N+](=O)[O-])ccc2N2CCOCC2)c1 | i | 38
COc1cccc(CNC(=O)c2ccccc2NC(=O)C2=C(C)OCCS2)c1 | i | 44
CCOC(=O)c1nn(-c2ccc(F)cc2)c(=O)cc1OCC(=O)Nc1ccc(F)c(F)c1 | i | 40
Cn1c(SCC(=O)Nc2ccc(N3CCOCC3)cc2)nnc1C1CC1 | i | 44
Cc1ccc(CN(C)C(=O)c2ccccc2Sc2ccccc2C#N)cc1 | i | 69
COc1ccc2[nH]c(=O)c(CN(C(C)=O)c3ccc(C)cc3C)cc2c1 | i | 68
O=C(Nc1ccccn1)c1ccc(-c2ccccc2)cc1 | i | 52
C=CCC[C@@H](Cc1ccc(F)cc1)C(=O)OC[C@H]1CCCN1C(=O)[C@@H](CC=C)CC(=O)N[C@H](CO)Cc1ccccc1 | i | 14

The final two records of the part above come first, to join the parts.
SMILES | T cell modulator | T cell modulator vesicle-bound %
O=C(Nc1ccccn1)c1ccc(-c2ccccc2)cc1 | i | 52
C=CCC[C@@H](Cc1ccc(F)cc1)C(=O)OC[C@H]1CCCN1C(=O)[C@@H](CC=C)CC(=O)N[C@H](CO)Cc1ccccc1 | i | 14
COc1ccc(CN(C)C(=O)c2ccc(Oc3ccccc3)cc2)cc1F | i | 39
CCOc1ccc2ccccc2c1C1NC(=O)NC(C)=C1C(=O)OCCOC (stereo unspecified) | i | 28
Cc1ccccc1N(CC(=O)NC1CCCC1)C(=O)C1(C)CC(=O)N=C2C=CC(Cl)=CN21 (stereo unspecified) | i | 19
C=CCCC(=O)N1CCC(n2nccc2NC(=O)c2ccc(OC)cc2)CC1 | i | 40
COc1ccc(CCNC(=O)COC(=O)c2ccc(F)c(S(=O)(=O)N3CCOCC3)c2)cc1 | i | 36
COc1ccc(C2=NN(C(=O)CSc3nccn3C)C(c3ccco3)C2)cc1 (stereo unspecified) | i | 20
O=C(NC1CCCCCC1)C1CCN(C(=O)c2ccc(Cl)cc2)CC1 | i | 45
O=C(COc1ccc2c(-c3ccccc3)cc(=O)oc2c1)N[C@H](Cc1c[nH]c2ccccc12)C(=O)O | i | 15
Cn1c(=O)oc2cc(S(=O)(=O)Nc3ccc(Cl)cc3)ccc21 | i | 24
COc1cc(NC(=O)CN2CCN(S(=O)(=O)/C=C/c3ccccc3)CC2)cc(OC)c1OC | i | 39
CC(C)(C)c1cc(NC(=O)Nc2ccccc2)no1 | i | 43
COc1ccc(C2=NN(C(=O)COC(=O)c3ccc(NC(=O)CC#N)cc3)C(c3ccco3)C2)cc1 (stereo unspecified) | i | 37
O=C(CN1CCN(Cc2ccc(F)cc2Cl)CC1)NCc1ccccc1 | i | 47
CC1CCCN(CC(=O)NNC(=O)COc2ccc(Br)cc2)C1 (stereo unspecified) | i | 39
O=C(O)c1cccc(S(=O)(=O)Nc2ccc(Cc3ccncc3)cc2)c1 | i | 42
CCC(=O)C1CCCN(C(=O)CCc2nnc(-c3ccc(C(C)=O)s3)o2)C1 (stereo unspecified) | i | 17
O=C(Nc1ccc2nccnc2c1)Nc1ccccc1Cl | i | 7
O=[N+]([O-])c1ccc(Cl)c(S(=O)(=O)Nc2cccc(S(=O)(=O)NC3=NCCC3)c2)c1 | i | 23
COc1cc(C(C)=O)ccc1OCC(=O)NCCCn1nc(C)cc1C | i | 50
CCCn1c(SCC(=O)N2CCCCC2)nc2c1c(=O)n(C)c(=O)n2C | i | 50
Cc1ccc(NC(=O)CSc2n[nH]c(-c3ccccn3)n2)cc1 | i | 34
CC(C)(C)c1ccc(/C=C2\Oc3cc(O)ccc3C2=O)cc1 | i | 15
CCOC(=O)[C@@H]1[C@H]2COc3ccccc3[C@H]2N2C(=O)N(c3cccc(Cl)c3)C(=O)[C@@]12C | i | 30
COc1ccc(F)cc1CN1CCN(CC(=O)N2CCc3ccccc32)CC1 | i | 14
COc1ccc(/C=C(/C(=O)N2CCCCC2C(=O)O)c2ccc(OC)c(OC)c2)cc1 (stereo unspecified) | i | 2
Next section
SMILES | T cell modulator | T cell modulator vesicle-bound %
Cc1ccc(-c2noc(CNS(=O)(=O)c3ccccc3)n2)cc1 | i | 37
O=C(CN(c1cccc(Cl)c1)S(=O)(=O)c1ccc(Cl)cc1)NCc1ccccn1 | i | 20
O=C(COc1ccc2c(-c3ccccc3)cc(=O)oc2c1)NCC(O)c1ccccc1 (stereo unspecified) | i | 43
COc1ccc(CNC(=O)CCNS(=O)(=O)c2ccc3c(c2)oc(=O)n3C)cc1 | i | 36
CCCc1cnc(N2CCN(C(=O)c3ccc(OC)cc3)CC2)nc1 | i | 44
O=C(CCNC(=O)c1ccccc1Cl)NN=Cc1ccccc1[N+](=O)[O-] | i | 34
O=C(NCCO)/C(=C\c1ccco1)NC(=O)c1ccco1 | i | 59

Grouped by structure: the compounds so far with an NH in an aromatic ring (9)
SMILES | T cell modulator | T cell modulator vesicle-bound %
CCCCNC(=S)N(CCN(CC)CC)Cc1cc2cc3c(cc2[nH]c1=O)OCCO3 | i | 12
CCCCCN(C(=O)CCC(=O)OCc1ccc(C(C)C)cc1)c1c(N)n(CCCC)c(=O)[nH]c1=O | i | 26
Cc1[nH]c2ccc(C(=O)N3CCCC3)cc2c1C | i | 9
Cc1ccc2cc(CCNC(=O)CCCc3ccccc3)c(=O)[nH]c2c1C | i | 26
CCOc1ccccc1NC(=O)CSc1n[nH]c(N)n1 | i | 70
CN1C[C@H](C(=O)N[C@]2(C)O[C@@]3(O)[C@@H]4CCCN4C(=O)[C@H](Cc4ccccc4)N3C2=O)CC2c3cccc4[nH]cc(c34)C[C@H]21 (stereo partly specified) | i | 18&34
COc1ccc2[nH]c(=O)c(CN(C(C)=O)c3ccc(C)cc3C)cc2c1 | i | 68
O=C(COc1ccc2c(-c3ccccc3)cc(=O)oc2c1)N[C@H](Cc1c[nH]c2ccccc12)C(=O)O | i | 15
Cc1ccc(NC(=O)CSc2n[nH]c(-c3ccccn3)n2)cc1 | i | 34
